Source: PubChem BioAssay (National Center for Advancing Translational Sciences (NCATS))
AmpC inh detg: inhibitors of E. coli AmpC beta-lactamase with detergent | 0.041% of 370,000 active | AID 485294 | P00811 | AmpC hydrolysis of nitrocefin, absorbance 480 nm, 0.01% Triton | Potency, µM (series often up to 114 µM), inactives show top-dose activity change, negative = inhibition, hits mostly inhibitors;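 also: potency is read from the fitted curve at half-maximal effect; 0% = no-compound wells and -100% = no-enzyme wells; nearly all actives have a fitted effect of over 25% in size; some results filed as inactive show a strong effect at the top dose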
Target sequence (P00811 whole entry, looked up): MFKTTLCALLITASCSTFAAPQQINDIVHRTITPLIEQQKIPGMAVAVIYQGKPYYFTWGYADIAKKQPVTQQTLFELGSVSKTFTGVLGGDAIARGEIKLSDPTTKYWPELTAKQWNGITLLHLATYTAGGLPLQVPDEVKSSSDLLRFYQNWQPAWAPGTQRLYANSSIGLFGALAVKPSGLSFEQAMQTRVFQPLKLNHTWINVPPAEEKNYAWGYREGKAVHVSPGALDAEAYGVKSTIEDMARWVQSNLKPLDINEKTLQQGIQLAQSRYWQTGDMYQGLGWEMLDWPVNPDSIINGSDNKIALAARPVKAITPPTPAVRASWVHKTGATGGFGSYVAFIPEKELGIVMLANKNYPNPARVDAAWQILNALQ
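AmpC (5.3 nM in the dispensed reagent) in 20 mM phosphate pH 7.0 with 0.01% (detergent screen) or 0.0001% Triton X-100 was preincubated with compounds for 15 min at room temperature. Nitrocefin was then added from an 800 uM solution, and hydrolysis was followed at 480 nm.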
Sm TGR block: inhibitors of Schistosoma mansoni thioredoxin glutathione reductase; 3% of 360,000 active; AID 485364; Potency, µM (titrated, usually from 114 µM), without a hit: top-dose activity change, negative = inhibition, most hits filed as inhibitors; purified TGR, DTNB reduction, TNB absorbance 405 nm; Q962Y6; also: potency is read from the fitted curve at half-maximal effect; nearly all actives have a fitted effect of over 60% in size
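Kinetic colorimetric format: TGR-catalysed, NADPH-driven DTNB reduction monitored via TNB absorbance. Enzyme dispensed at 20 nM; compound exposure 15 min at room temperature before reaction start.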
AmpC no deterg: AmpC beta-lactamase inhibition without detergent. P00811. AmpC nitrocefin hydrolysis, absorbance 480 nm, 0.0001% Triton. Potency, µM (top dose mostly 57.1 µM), without a hit: top-dose activity change, negative = inhibition, usual class: inhibitors. 0.52% of 330,000 active;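 also: potency is read from the fitted curve at half-maximal effect; plate controls were no compound for no effect and no enzyme for full effect; nearly all actives have a fitted effect of over 20% in size; some results filed as inactive show a strong effect at the top dose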
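AmpC (5.3 nM in the dispensed reagent) in 20 mM phosphate pH 7.0 with 0.01% (detergent screen) or 0.0001% Triton X-100 was preincubated with compounds for 15 min at room temperature. Nitrocefin was then added from an 800 uM solution, and hydrolysis was followed at 480 nm.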
AMA1 RON2 block: AMA1-RON2 (P. falciparum) interaction inhibition | AlphaScreen AMA1-biotinylated RON2 peptide binding | Potency, µM (top dose mostly 58.2 µM), inactives show top-dose activity change, negative = inhibition, actives largely listed as inhibitors | 0.2% of 360,000 active | AID 720542;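 also: potency is read from the fitted curve at half-maximal effect; 0% = vehicle wells and -100% = peptide control; nearly all actives have a fitted effect of over 45% in size; some results filed as inactive show a strong effect at the top dose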
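AMA1 (3D7) with his tag at 25 nM final met compounds first, then biotinylated RON2 peptide at 25 nM; detection used donor plus acceptor beads, 10 µg/mL apiece, read by AlphaScreen after 30 min at room temperature.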
HCMV inh: inhibitors of human cytomegalovirus; AID 1259415; HFF cells, HCMV-luciferase reporter, 72 h; stronger effect = lower value; activity change, negative = inhibition, % at 57.5 µM; 4.5% of 410,000 active; in the data active = activity change below about -60%; inconclusive = no clear call, values can overlap the other calls; inactive = above about -39%
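Compounds were evaluated in HFFs infected with an HCMV luciferase reporter virus (MOI 1 PFU/cell). Luciferase in lysates collected 72 h post infection served as the replication measure.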
FBPA Giardia inh: inhibitors of Giardia lamblia fructose-1,6-bisphosphate aldolase. 0.71% of 290,000 active. AID 2451. purified Giardia FBPA. Potency, µM (series often up to 59.6 µM), for inactives: top-dose activity, negative = inhibition, hits mostly inhibitors; also: potency is read from the fitted curve at half-maximal effect; nearly all actives have a fitted effect of over 55% in size
Target sequence (A8B2U2 whole entry, looked up): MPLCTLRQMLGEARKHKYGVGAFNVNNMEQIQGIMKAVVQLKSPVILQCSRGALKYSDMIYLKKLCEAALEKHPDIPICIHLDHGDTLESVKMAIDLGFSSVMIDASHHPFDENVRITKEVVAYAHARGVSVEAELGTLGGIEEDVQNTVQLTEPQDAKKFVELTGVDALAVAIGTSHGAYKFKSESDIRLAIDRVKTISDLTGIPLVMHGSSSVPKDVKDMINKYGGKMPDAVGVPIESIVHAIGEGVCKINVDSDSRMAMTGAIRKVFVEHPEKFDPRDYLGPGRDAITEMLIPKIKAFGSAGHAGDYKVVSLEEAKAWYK
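Giardia FBPA (40 nM reagent) was preincubated 10 min at RT with compound (up to 57.5 uM final), then substrate plus GAPDH/TPI/NAD/arsenate coupling system with diaphorase/resazurin was added; resorufin fluorescence (525/598 nm) was read after 20 min.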
Starred values were filed as active, the others as inactive; u = inconclusive; x = not tested or not shown; & = joins results of further samples; [ ] = dose if it differs, or a comment. Unless noted, calls follow the shape of the dose curve; as a rule, active = well fitted curve in the direction sought with a large enough effect; inconclusive = small, poorly fitted or top-dose-only effect, or another doubt; inactive = no such curve, though single readings can be large; an effect the other way counts as inactive or inconclusive. Unless noted, % is scaled to controls: 0 for no effect and ±100 for the full control effect. Rows are unselected; 7.8% or so of the library scored in one or more.

Order of results: AmpC inh detg, Sm TGR block, AmpC no deterg, AMA1 RON2 block, HCMV inh, FBPA Giardia inh
COc1cc(NC(=O)CSc2nc3ncnc(N)c3[nH]2)c(C(=O)O)cc1OC
  5%, -15%, -7%, 14%, 37, 11µM*
CCOc1ccc(C(C(=O)NCC2CCCO2)N(C(=O)c2snc(C(N)=O)c2N)c2ccc3c(c2)OCCO3)cc1 (centres undefined)
  5%, 1%, 108%[activator], u, -8, 14%
Cc1ccc(NC(=O)CSC2=C(C#N)C(c3ccco3)C3=C(CCCC3=O)N2)cc1 (centres undefined)
  -5%, -26%, -9%, -9%, 7, u
CCC(CC)C(=O)Nc1nnc(S(=O)(=O)Nc2ccccc2C)s1
  -13%, -7%, -20%, -1%, 39, 4%
CCCn1c(-c2cccs2)nc2nc3ccccc3nc21
  -3%, 4%, 12%, -2%, 138, -9%
Cn1cc(C(=O)N2CCN(c3ccccn3)CC2)c(=O)c2cc(S(=O)(=O)N3CCOCC3)ccc21
  u, -17%, 23%, -3%, 24, 15%
CCCOC(=O)c1ccc(NC(=O)CC(C)(C)C)cc1
  -1%, 9%, -8%, 9%, u, 3%
COc1cc(Cl)ccc1OCc1cc(C(=O)N(C)C2CCOC2)no1 (centres undefined)
  -4%, -26%, 41%, -13%, 3, x
O=C(NC1CCCc2ccccc21)C1CCN(c2c3c(nc4ncnn24)CCC3)CC1 (centres undefined)
  -12%, -11%, -3%, 0%, -16, -5%
COC(=O)N/N=C(\C)c1ccccc1OC(F)F
  -14%, -20%, -30%, 16%, 37, 2%
O=C(CCN1C(=O)C2C3C=CC(C3)C2C1=O)NCC1CCCO1 (centres undefined)
  -3%, -13%, -3%, 7%, 83, 0%
C/C(CC1CC(C)(C)OC1=O)=N/Nc1nc(-c2ccccc2)cs1 (centres undefined)
  -2%, -11%, -26%, 4%[2.32 µM], 28, -25%
Cc1ccc(C(=O)NCCNC(=O)c2ccc(F)cc2)cn1
  5%, -1%, -5%, -1%, -5, 4%
c1ccc(Sc2nc(N3CCCCC3)nc(N3CCCCC3)n2)nc1
  7%, 4%, x, 8%, -6, -1%
CC/C(CC(=O)C(F)(F)F)=N\NC(=O)/C(C#N)=C/N(C)C
  6%, 0%, -7%, 102%[activator], 15, 2%

Order of results: AmpC inh detg, Sm TGR block, AmpC no deterg, AMA1 RON2 block, HCMV inh, FBPA Giardia inh
COc1cc(/C=N/Nc2ccccc2C(F)(F)F)ccc1O
  0%, 40µM*, -51%, -6%, -8, -9%
COC(=O)[C@@]1(Cc2ccc(OC)cc2)[C@@H]2C(=CC(=O)[C@H]2CC(=O)C(=O)N(C)C)CN1C(=O)c1ccccc1
  -5%, u, 213%[activator], -1%, -80*, -7%&-6%
COc1ccc(Br)cc1CN1CCN(C(=O)c2ccc(OC)c(OC)c2)CC1
  1%, 0%, 180%[activator], -15%, -17, u
Cc1ccc(N2C(=O)[C@@H]3CSC(c4ccc(Cl)cc4)N3C2=O)cc1 (some centres undefined)
  -2%, 1%, x, x, -9, x
O=C(CCc1nnc2ccc(N3CCCCC3)nn12)NCC1CCN(Cc2ccc(F)cc2)CC1
  0%, -18%, 55%, -5%, -12, -7%
O=c1oc(-c2cccc([N+](=O)[O-])c2)nc2ccccc12
  -15%, -1%, -14%, -9%, 17, 10%
Cc1ccc(C2CC(=O)n3nc(-c4ccc(F)cc4)nc3S2)cc1 (centres undefined)
  15%, 9%, x, x, 9, x
O=C(NCc1cccs1)c1ccc(Cn2c(SCc3ccc(F)cc3)nc3cccnc32)cc1
  8%, 0%, x, x, -63*, x
O=C(CCCN1CCC(n2c(=O)[nH]c3ccccc32)CC1)c1ccc(F)cc1
  -18%, -11%, -13%, 5%, -24, 2%[21.7 µM]
Cc1ccccc1CN1CCN(CC(=O)NC(C)c2ccccc2)CC1 (centres undefined)
  -1%, -27%, 23%, 4%, -2, 2%
O=C(NCCC1CCCCN1S(=O)(=O)c1ccccc1)C(=O)NCc1ccncc1 (centres undefined)
  4%, 7%, 9%, -5%, -25, x
Cn1cnc(S(=O)(=O)Nc2ccccc2N2CCOCC2)c1
  3%, 2%, -9%, 17%, 32, -4%
Nc1nnc(CC(=O)N/N=C/c2ccc(-c3ccccc3Cl)o2)s1
  5%, -2%, -19%, 71%[activator], -25, 0%
COc1ccc(CNCc2ccccc2C(F)(F)F)cc1
  -15%, -3%, -2%, -17%, -24, u
COc1ccc(-n2ncc3c2ncn2nc(COc4ccc(Cl)cc4)nc32)cc1
  12%, 1%, x, x, -6, x

Of the compounds above, 4 have a Cl atom:
Order of results: AmpC inh detg, Sm TGR block, AmpC no deterg, AMA1 RON2 block, HCMV inh, FBPA Giardia inh
COc1cc(Cl)ccc1OCc1cc(C(=O)N(C)C2CCOC2)no1 (centres undefined)
  -4%, -26%, 41%, -13%, 3, x
Cc1ccc(N2C(=O)[C@@H]3CSC(c4ccc(Cl)cc4)N3C2=O)cc1 (some centres undefined)
  -2%, 1%, x, x, -9, x
Nc1nnc(CC(=O)N/N=C/c2ccc(-c3ccccc3Cl)o2)s1
  5%, -2%, -19%, 71%[activator], -25, 0%
COc1ccc(-n2ncc3c2ncn2nc(COc4ccc(Cl)cc4)nc32)cc1
  12%, 1%, x, x, -6, x

Other entries follow.
Order of results: AmpC inh detg, Sm TGR block, AmpC no deterg, AMA1 RON2 block, HCMV inh, FBPA Giardia inh
Cc1cc(C)nc(SCc2nc3ccccc3n2C)n1
  -8%, 6%, -12%, 6%, 24, -14%
O=C(O)c1cn(Cc2cccnc2)c(=O)c2ccccc12
  u, -1%, -6%, x, x, -5%
Cc1c(Cl)cccc1NC(=O)C(C)n1c(=O)cc(-c2ccccc2)c2c(C)nn(C)c21 (centres undefined)
  21%, -1%, x, x, -1, x
c1cc2c(cc1CCNC1C3CC4CC(C3)CC1C4)OCO2 (centres undefined)
  -6%, -5%, -15%, -8%, 65, u
O=C(C[C@H]1C/C=C\C[C@@H](Cc2ccc(F)cc2)C(=O)O[C@@H](c2ccccc2)CNC1=O)NCCO
  x, x, 93%[activator], -9%, 17, x
COCC(C)n1c(COc2ccccc2F)nnc1SCC(=O)Nc1oc(C)c2c(C)n[nH]c(=O)c12 (centres undefined)
  5%, 25µM*, 33%, 2%, -13, x
O=S(=O)(/N=C(\Nc1ccc(F)cc1)C(F)(F)F)c1ccccc1
  -14%, -8%, -6%, -1%, 3, 15%
COc1cc2c(cc1OC)C1Cc3ccc(OC)c(OC)c3C[N+]1([O-])CC2 (centres undefined)
  2%, 9%, -13%, -13%, -29, 0%
C=CCOc1ccc(/C=C/C(=O)OCC(=O)NCc2ccco2)cc1
  0%, 1%, -41%, 12%, -9, x
Cc1ccc(S(=O)(=O)N(CC(=O)Nc2ccc(C)c(Cl)c2)C(=O)N2CCN(C)CC2)cc1
  -13%, -1%, 248%[activator], -2%, -36, x
O=C(NCC1CC1)C1(C(F)(F)F)CC(CCc2ccccc2)CCCO1 (centres undefined)
  x, x, x, 18%, 2, -1%
Cc1ccc(CNC(=O)COC(=O)c2ccc(S(=O)(=O)N3CCCCCC3)cc2)cc1
  0%, -7%, -6%, 0%, -28, x
NC(=NC(=O)c1ccc(OC(F)(F)F)cc1)c1ccc(C(F)(F)F)cn1
  6%, 20%, -12%, 47%[activator], -35, 0%
Cc1ccc(/C=N/N2C(=O)C3C(C2=O)C2C=CC3C23CC3)o1 (centres undefined)
  -1%, -24%, -11%, -1%, 2, -7%
Cc1ccc(Nc2ncnc3sccc23)c(C)c1
  -13%, 6%, -14%, -18%, -5, 10%

Two of the compounds above, as labelled records:
> O=C(NCC1CC1)C1(C(F)(F)F)CC(CCc2ccccc2)CCCO1 (centres undefined)
- AmpC inh detg: x
- Sm TGR block: x
- AmpC no deterg: x
- AMA1 RON2 block: 18%
- HCMV inh: 2
- FBPA Giardia inh: -1%

> Cc1ccc(/C=N/N2C(=O)C3C(C2=O)C2C=CC3C23CC3)o1 (centres undefined)
- AmpC inh detg: -1%
- Sm TGR block: -24%
- AmpC no deterg: -11%
- AMA1 RON2 block: -1%
- HCMV inh: 2
- FBPA Giardia inh: -7%

Random excerpt: two compounds from above.
Order of results: AmpC inh detg, Sm TGR block, AmpC no deterg, AMA1 RON2 block, HCMV inh, FBPA Giardia inh
NC(=NC(=O)c1ccc(OC(F)(F)F)cc1)c1ccc(C(F)(F)F)cn1
  6%, 20%, -12%, 47%[activator], -35, 0%
C=CCOc1ccc(/C=C/C(=O)OCC(=O)NCc2ccco2)cc1
  0%, 1%, -41%, 12%, -9, x

Further results.
Order of results: AmpC inh detg, Sm TGR block, AmpC no deterg, AMA1 RON2 block, HCMV inh, FBPA Giardia inh
O=C(O)c1cc[c]([Hg][Cl])cc1
  u, u, -3%, -3%, x, u
Cc1cc(C)n(-c2nc(C)c(C)c(=O)n2CC(=O)Nc2ccc(OC(F)(F)F)cc2)n1
  3%, 5%, x, x, u, x
O=C(CSc1nnc(Cc2ccccc2)o1)NC1CCCCC1
  7%, 1%, u, -12%, -32, 0%
O=C(COc1ccc(F)cc1)Nc1nnc(-c2ccncc2)s1
  -2%, 11%, -25%, -10%, -32, -4%
O=C(NC(=S)Nc1cccc(Cl)c1N1CCOCC1)c1cccs1
  6%, -20%, -20%, 48%[activator], -18, -9%
COc1ccccc1C(=O)N/N=C(\C)c1ccc(NC(=O)C2CC2)cc1
  -7%, -4%, -22%, -5%, -27, -1%
Cc1ccc(CNC(=O)CCCc2nnc3n(C)c(=O)c4sccc4n23)cc1
  8%, -2%, x, x, 2, x
O=c1[nH]nc(-c2ccc(F)cc2)cc1Cc1cccs1
  0%, -11%, -30%, 2%, -4, 9%
S=C1N(c2ccccc2)C(c2ccc(Br)cc2)N2CCCN12 (centres undefined)
  7%, 9%, -2%, -11%, -17, 0%
CCCCn1c(O)c(/C=C/C=C/C=Nc2ccccc2)sc1=S
  u, 20µM*, u, -10%, 63, u
COc1cccc(N2CCN(C(=O)C3CCC(CNS(=O)(=O)c4ccc(Br)s4)CC3)CC2)c1 (centres undefined)
  2%, -1%, x, x, -15, x

An excerpt from the list above:
Order of results: AmpC inh detg, Sm TGR block, AmpC no deterg, AMA1 RON2 block, HCMV inh, FBPA Giardia inh
O=C(O)c1cc[c]([Hg][Cl])cc1
  u, u, -3%, -3%, x, u
Cc1cc(C)n(-c2nc(C)c(C)c(=O)n2CC(=O)Nc2ccc(OC(F)(F)F)cc2)n1
  3%, 5%, x, x, u, x
